Assay outcomes: PubChem, several laboratories
GPR55 antagonists: GPR55 antagonists blocking LPI-driven arrestin recruitment, primary screen, imaging, U2OS, beta-arrestin-GFP, LPI agonist (AID 2013). U2OS GPR55 beta-arrestin-GFP translocation imaging, LPI antagonism; higher % means a stronger effect. one-dose inhibition, % at 10 µM; IC50 in µM for titrated hits. 290,000 tested, 0.13% active;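 active = spots per cell inhibited over 60%, with over 100 cells counted and total cytoplasm intensity under 500,000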;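 note: U2OS cells stably carrying GPR55 and arrestin-GFP stimulated by 5 µM LPI near EC80; imaged beta-arrestin-GFP aggregate spots per cell after agonist stimulation; plate controls were LPI-stimulated DMSO wells for no effect and DMSO wells without LPI for full effect; some results filed as inactive read as strong as hits; confirmed hits need IC50 under 10 µM and bright autofluorescent wells are also inconclusive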
Myeloid diff MLP: myeloid differentiation induction | ER-HoxA9 myeloid progenitors, lysozyme-GFP differentiation, flow cytometry | calls only at 10 µM | 360,000 tested, 1% active | AID 624256;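 active = normalized GFP-positive differentiation at or above the plate's own cutoff, the solvent-only control mean plus 3 SD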;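 note: cells exposed to compound for four days before flow analysis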
KOR beta-arrestin-1: kappa opioid receptor blockers – cell-based, luminescence, uHTS (AID 1778). 290,000 tested, 0.091% active. KOR beta-arrestin recruitment, luminescence, antagonist mode; higher % means a stronger effect. inhibition, % at 10 µM, or IC50 in µM where a hit was titrated; note: strong numbers were not always called active
NTR1 agonist: agonists of NTR1, primary screen, imaging, U2OS cells, beta-arrestin-GFP, high content (AID 493036); 330,000 tested, 0.17% active; P30989; activation, % at 20 µM; NTR1-U2OS beta-arrestin-GFP spot imaging, agonist mode;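 active = activation at or above 40% of the spot to cytoplasm intensity ratio, with at least 20 cells analyzed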;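 note: 0% = DMSO without peptide and 100% = 100 nM NTR1 peptide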
Target sequence (P30989 whole entry, looked up): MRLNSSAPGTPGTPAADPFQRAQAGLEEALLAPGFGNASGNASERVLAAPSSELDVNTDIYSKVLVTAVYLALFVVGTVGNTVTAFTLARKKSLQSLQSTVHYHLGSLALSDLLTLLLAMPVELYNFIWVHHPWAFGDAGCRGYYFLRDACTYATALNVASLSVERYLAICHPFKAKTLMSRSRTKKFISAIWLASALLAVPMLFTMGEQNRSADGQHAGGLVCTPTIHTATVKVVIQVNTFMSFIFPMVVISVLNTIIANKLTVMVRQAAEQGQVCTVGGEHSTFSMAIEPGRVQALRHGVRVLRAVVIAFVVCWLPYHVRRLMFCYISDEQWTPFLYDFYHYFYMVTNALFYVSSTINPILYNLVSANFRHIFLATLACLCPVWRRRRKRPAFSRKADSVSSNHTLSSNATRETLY
KOR beta-arrestin-2: KOR agonists, beta-arrestin recruitment, primary screen, cell-based, luminescence, uHTS (AID 1777). 280,000 tested, 0.02% active. KOR beta-arrestin recruitment, luminescence; higher % means a stronger effect. activation, % at 10 µM, or EC50 in µM where a hit was titrated; in the data active = activation above about 50%, passing the limit was not always enough; note: a part of the inactive calls stands beside numbers as strong as those of hits
NOD2 inhibition: NOD2 signaling inhibitors, cell-based, luminescence, uHTS, HEK293 (AID 1566) | HEK293 NOD2/NF-kB luciferase reporter, luminescence; higher % means a stronger effect | one-dose inhibition, % at 4 µM; EC50 in µM for titrated hits | 290,000 tested, 0.63% active; note: many of its hits are not listed in these tables
T cell HTS: T cell immune modulators affecting CD8 T cell-vesicle binding; 2C CD8+ T cell-vesicle binding, flow cytometry; active compounds read low; calls only at 7 µM; 330,000 tested, 0.068% active; AID 2052;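 active = response, share of CD8 T cells binding vesicles, and their 90th percentile fluorescence all below set limits, cut at about 80% in these data, passing the limit was not always enough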
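incubation = binding step 1.5 h, 37 °C, antibody labelling 20 min, ice | test system = 2C mouse CD8+ T cells | read-out basis = percent CD8+ FL2 mean versus row control | controls = Peptide-free naked vesicles (low) and QL9 vesicles with 0.7% DMSO vehicle (high) | detection = flow cytometry of vesicle-bound cells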
GPR55 activation: GPR55 agonists via beta-arrestin recruitment, primary screen, imaging, U2OS cells, beta-arrestin-GFP redistribution (AID 1961) | 290,000 tested, 0.048% active | U2OS GPR55 beta-arrestin-GFP redistribution imaging; higher % means a stronger effect | one-dose activation, % at 10 µM; EC50 in µM for titrated hits;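 active = activation above 40% with more than 50 cells counted in the well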;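 note: U2OS osteosarcoma cells stably expressing GPR55 and beta-arrestin-GFP; plate controls were DMSO negative control for no effect and LPI positive control for full effect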
NOD1 NF-kB reporter: NOD1 signaling inhibitors, primary screen, cell-based, luminescence, uHTS (AID 1578). NOD1-driven NF-kB luciferase reporter cells, luminescence; higher % means a stronger effect. one-dose inhibition, % at 4 µM; EC50 in µM for titrated hits. 290,000 tested, 1% active; in the data active = inhibition mostly above about 36%, no sharp cut-off; inactive = mostly below about 34%;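 note: HEK-293T reporter cells stimulated with the NOD1 agonist gamma-tri-DAP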
T cell HTS vesicle-bound %: also measured in T cell HTS; calls as there; double positive events, %; measured here: CD8+ vesicle-bound cell fraction;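 binding gate set so that unloaded-vesicle control wells show 10% double positive cells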
NTR1 agonist cell count 20 µM: recorded beside NTR1 agonist, whose call it bears; cell count; measured here: cell count, cytotoxicity flag
Myeloid diff MLP GFP+ MAC1+ %: recorded beside Myeloid diff MLP, whose call it bears; GFP+ MAC1+ double positive, %; measured here: differentiation confirmed by MAC1 staining
* = called active by the depositor; i = inactive; x = no result given; [ ] = dose if it differs, or a comment. Cut-off read from the data, not from the text of the source, unless noted: active = inhibition above about 50%; inactive = the rest.

SMILES	GPR55 antagonists	Myeloid diff MLP	Myeloid diff MLP GFP+ MAC1+ %	KOR beta-arrestin-1	NTR1 agonist	NTR1 agonist cell count 20 µM	KOR beta-arrestin-2	NOD2 inhibition	T cell HTS	T cell HTS vesicle-bound %	GPR55 activation	NOD1 NF-kB reporter
COc1ccc(CCN2C(=O)CS/C2=N\NC(=O)c2ccc(C(C)(C)C)cc2)cc1OC	5.9%	i	1.1	14.6%	4.4	70	-4.6%	22.1%	i	19.3	-0.2%	-9.5%
CCOC(=O)C1=C(C)N=C2SC(CC)C(=O)N2C1c1cccc(F)c1 (stereo unspecified)	3.2%	i	0.9	-22.1%	1.6	45	-1.9%	-15.1%	i	59.5	1.8%	-12.3%
C=CCN1C(=Nc2cccnc2)SCC1(O)c1ccc(C)cc1 (stereo unspecified)	13.8%	x	x	-34.3%	0.2	84	-1.5%	17.7%	i	21.1	-0.1%	29.1%
CCN(CC)S(=O)(=O)c1ccc(-c2nnc(SCC(C)=O)o2)cc1	-9.0%	i	1.0	-38.7%	0.3	84	-8.5%	-1.5%	i	48.1	-0.1%	-9.1%
O=C(NC1CCCN(Cc2ccc(Cl)cc2)C1)c1ccccc1C(F)(F)F (stereo unspecified)	-5.1%	i	0.5	-30.7%	2.5	67	5.3%	-13.4%	i	65.2	0.3%	2.9%
Cc1ccc(NC(=O)c2ccccc2OCC(=O)c2ccccc2)cc1	-5.2%	i	0.4	2.0%	6.7	80	-4.5%	5.8%	i	44.8	-0.2%	-40.3%
CC(C)COP(=O)(OCC(C)C)C(Nc1ccccc1)c1ccccc1 (stereo unspecified)	32.8%	i	0.8	-17.4%	8.4	31	-0.1%	25.0%	i	15.7	0.8%	4.1%
O=C(CSc1ccc(-c2ccc(F)cc2)nn1)NCC1CCCO1 (stereo unspecified)	4.8%	i	0.6	-1.4%	0.5	60	3.2%	5.6%	i	28.2	-0.2%	-0.6%
Cc1cccc(C)c1OCC1CNC(=O)O1 (stereo unspecified)	6.9%	i	0.5	-46.2%[20 µM]	-0.2	72	-11.2%	16.1%	i	34.5	-0.1%	7.4%
CC(=O)Nc1cc(-c2nn(C)c(=O)c3ccccc23)ccc1N1CCCCC1	11.5%	i	1.5	11.1%	-1.0	101	-2.0%	14.4%	i	37.0	0.0%	-5.8%
Cc1ccc2sc(NC(=O)C3CC3)nc2c1C	10.8%	i	1.9	4.4%	-0.5	41	-2.1%	-17.7%	i	36.9	-0.2%	-27.6%
Cc1ccc(NC(=O)NNC(=O)c2cccs2)cc1	-42.0%	i	0.4	32.8%	-1.1	59	-0.6%	2.9%	i	7.9	-0.6%	-39.1%
COc1ccc2c(c1)[nH]c1c(=O)n(Cc3ccccn3)cnc12	1.0%	i	0.7	-15.7%	-0.9	44	0.8%	6.5%	i	48.7	-0.1%	-30.9%
Cn1c(=O)oc2cc(S(=O)(=O)NCCC(=O)N3CCc4ccccc43)ccc21	9.1%	i	6.2	12.1%	2.1	47	5.0%	1.5%	i	12.5	0.0%	-1.4%
O=C(CCN1C(=O)C2CC=C(Cl)CC2C1=O)NC1CCCCC1 (stereo unspecified)	-3.3%	i	1.1	-37.0%	-0.9	59	-6.8%	5.1%	i	56.6	-0.1%	-1.2%
O=C(Cn1cnc2ccccc21)N/N=C/c1cccnc1	2.9%	i	0.3	x	1.5	37	x	11.9%	i	55.6	-0.2%	-2.7%
CCOC(=O)C1=C(N)OC2=C(C(=O)CCC2)C1c1cccs1 (stereo unspecified)	11.5%	i	1.5	-14.8%	0.9	53	6.6%	-1.5%	i	18.5	0.4%	21.1%
CCN(CC)CCN1C(=O)C2C(C(=O)Nc3cccc(SC)c3)C3C=CC2(O3)C1C(=O)NC1CCCC(C)C1C (stereo unspecified)	7.7%	i	0.2	-18.6%	-1.1	59	0.8%	25.7%	i	52.0	-0.2%	-19.6%
Cc1ccc(NC(=O)CSc2nc(N)c3cc4c(nc3n2)CCCC4)cc1	8.1%	i	1.0	8.2%	7.3	48	0.1%	-3.6%	i	4.7	-0.4%	-59.4%
Cc1cccc(NC(=O)/C(=C\c2ccc([N+](=O)[O-])o2)NC(=O)c2ccc(Cl)cc2)c1	-4.2%	i	0.7	-9.1%	x	x	-4.3%	17.6%	i	37.7	-0.3%	-5.5%
Cc1nn(S(=O)(=O)c2ccc(F)cc2)c(C)c1S(=O)(=O)N1CCCCC1	1.4%	i	0.9	-19.8%	-1.0	58	3.0%	-6.5%	i	61.2	0.0%	-30.5%
O=C(c1ccc2nc(N3CCOCC3)sc2c1)N1CCCC1	10.1%	i	2.6	5.4%	0.4	62	-1.1%	5.1%	i	16.1	1.0%	-22.6%
CCCOC(=O)c1ccc(Oc2cn[nH]c2-c2ccc(OCC(=O)NN)cc2O)cc1	-7.3%	i	0.1	-5.6%	4.7	56	5.6%	27.3%	i	54.8	-0.3%	18.3%
O=C(CN(Cc1ccccc1)C(=O)CNS(=O)(=O)c1ccccc1)NCc1ccco1	16.2%	i	1.4	-5.9%	-0.5	51	-3.6%	8.5%	i	40.2	-0.2%	-8.5%
Cn1cc(/C=C(\C#N)C(=O)Nc2ncc(Cc3cccc(Cl)c3)s2)c2ccccc21	7.4%	x	x	20.3%	6.6	57	-4.6%	5.7%	i	54.2	-0.1%	5.6%

Shown with two lines to a compound: part of the list above
Every second line gives: GPR55 antagonists	Myeloid diff MLP	Myeloid diff MLP GFP+ MAC1+ %	KOR beta-arrestin-1	NTR1 agonist	NTR1 agonist cell count 20 µM	KOR beta-arrestin-2	NOD2 inhibition	T cell HTS	T cell HTS vesicle-bound %	GPR55 activation	NOD1 NF-kB reporter
CCN(CC)S(=O)(=O)c1ccc(-c2nnc(SCC(C)=O)o2)cc1
→ -9.0%	i	1.0	-38.7%	0.3	84	-8.5%	-1.5%	i	48.1	-0.1%	-9.1%
O=C(NC1CCCN(Cc2ccc(Cl)cc2)C1)c1ccccc1C(F)(F)F (stereo unspecified)
→ -5.1%	i	0.5	-30.7%	2.5	67	5.3%	-13.4%	i	65.2	0.3%	2.9%

Following part.
SMILES	GPR55 antagonists	Myeloid diff MLP	Myeloid diff MLP GFP+ MAC1+ %	KOR beta-arrestin-1	NTR1 agonist	NTR1 agonist cell count 20 µM	KOR beta-arrestin-2	NOD2 inhibition	T cell HTS	T cell HTS vesicle-bound %	GPR55 activation	NOD1 NF-kB reporter
Cc1[nH]c2ccccc2c1C(=O)CSC(=S)N(C)C1CCCCC1	16.1%	i	0.4	-12.7%	28.4	77	-2.5%	19.7%	i	32.7	0.1%	3.4%
CC(NC(=O)COC(=O)Cc1ccsc1)C1CC2CCC1C2 (stereo unspecified)	3.6%	i	1.0	-9.6%	-0.8	90	-0.7%	9.9%	i	42.7	-0.1%	9.0%
CCCCNS(=O)(=O)c1ccc2nc(-c3cccnc3)cc(C(=O)NCCCOC)c2c1	9.4%	i	0.2	8.3%	0.5	70	-1.8%	-5.7%	i	49.4	0.1%	-46.8%
CC1N(C(=O)N(C)C)CCN1S(=O)(=O)c1ccccc1 (stereo unspecified)	3.7%	i	2.6	2.1%	0.5	50	-2.7%	-4.2%	i	31.5	0.3%	-6.1%
COC(=O)c1sccc1Oc1c(Cl)cccc1[N+](=O)[O-]	14.6%	i	0.2	-8.0%	1.0	49	-8.6%	-15.6%	i	54.5	-0.3%	-12.1%
O=C(c1ccc2oc(Cc3ccc(Cl)cc3)nc2c1)N1CC[C@H](O)C1	5.5%	i	1.0	17.4%	-0.6	61	-2.8%	-12.6%	i	3.7	0.3%	15.8%
O=C(CCS(=O)(=O)c1ccc(Br)cc1)NCc1ccco1	-0.6%	i	3.8	-45.8%	0.4	49	-0.5%	16.6%	i	0.6	0.2%	-7.5%
COc1ccc(N2CC(C(=O)Nc3ccc4c(c3)OCCO4)CC2=O)cc1 (stereo unspecified)	0.1%	i	0.0	-5.6%	-1.8	56	-0.1%	-1.6%	i	28.0	0.3%	-25.7%
Cc1ccc(C)c(N2CC(=O)N(c3cc(C)ccc3C)CC2=O)c1	7.8%	i	0.7	25.5%	-0.5	75	-0.3%	-9.6%	i	22.0	-0.1%	-14.4%
CC(=O)Nc1ccc(NC(=O)C(C)OC(=O)c2ccc3c(c2)OCCO3)cc1 (stereo unspecified)	-8.7%	i	0.3	24.2%	0.9	61	-1.7%	10.5%	i	33.5	-0.2%	1.7%
Cc1cc(C)n2nc(N)c(N=Nc3cccc(Cl)c3)c2n1	9.3%	i	0.6	17.6%	2.1	70	-0.2%	-0.4%	i	52.5	0.8%	1.5%
Cc1cc(C)n2nc(-c3ccc(F)cc3)nc2n1	29.8%	i	1.2	36.1%	-1.2	36	-1.5%	-27.7%	i	9.5	0.3%	-38.8%
COc1ccc(CCN(C)C(=O)c2cc(-c3ccccc3)nc3ccc(C)cc23)cc1OC	17.4%	i	0.6	-1.2%	1.1	49	1.4%	16.7%	i	60.5	0.0%	-8.0%
O=C(Cn1nc(C(F)F)cc1C(F)F)NNC(=S)Nc1ccc(Cl)cc1	10.9%	i	0.3	-49.8%	1.1	51	-1.0%	13.9%	i	5.0	0.0%	-12.3%
O=C(CCNC(=O)Cn1ccc2ccccc2c1=O)NCCc1ccc(Cl)cc1	2.0%	i	0.4	10.6%	0.1	46	5.4%	10.4%	i	47.8	-0.3%	-3.5%
COc1ccc2oc(=N)c(C(=O)Nc3ccc(C)cc3)cc2c1	10.2%	i	0.4	-16.4%[20 µM]	2.4	52	0.7%	27.8%	i	56.4	-0.2%	-21.7%

Taken from above.
Result of `COc1ccc(N2CC(C(=O)Nc3ccc4c(c3)OCCO4)CC2=O)cc1` (stereo unspecified) under NTR1 agonist cell count 20 µM: 56
Result of `Cc1cc(C)n2nc(-c3ccc(F)cc3)nc2n1` under Myeloid diff MLP GFP+ MAC1+ %: 1.2
Result of `CC(=O)Nc1ccc(NC(=O)C(C)OC(=O)c2ccc3c(c2)OCCO3)cc1` (stereo unspecified) under KOR beta-arrestin-1: 24.2%
Result of `Cc1[nH]c2ccccc2c1C(=O)CSC(=S)N(C)C1CCCCC1` under GPR55 activation: 0.1%
Result of `Cc1cc(C)n2nc(N)c(N=Nc3cccc(Cl)c3)c2n1` under NOD2 inhibition: -0.4%

An excerpt (hit frequency here may not be typical).
